# Screening results as filed in PubChem BioAssay.
# phage Ecoli inh: growth loss of phage-infected E. coli, primary screen, RecBCD inhibitor project, absorbance, with phage, HTS. inhibition, % at 11.9 µM. 360,000 tested, 0.26% active; in the data active = inhibition above about 11%
# Tat transport: E. coli Tat export inhibitors, primary screen, MC4100, TorA-mCherry reporter, fluorescence, single point. inhibition, % at 10 µM. 340,000 tested, 0.036% active. AID 488895, 2010;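 active = mean replicate inhibition at least 50% and at least half of replicates individually reaching 50%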;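 note: exported cargo escapes ClpAP degradation while cytoplasmic cargo is degraded and loses fluorescence; 0% = median of neutral control wells and 100% = median of NaSCN control wells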
# Wnt act: Wnt/beta-catenin pathway activators, primary screen, cell-based, plate reader, single point. Wnt/beta-catenin reporter cell assay, activator. activation, % at 9.35 µM. AID 743398, 2014. 300,000 tested, 1.2% active; in the data active = activation above about 30%, passing the limit was not always enough;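 note: 0% = neutral control wells and 100% = positive control wells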
# Ecoli viability: E. coli V3065 growth inhibition, primary screen, counter-screen for AddAB inhibitor project, absorbance, OD600; 330,000 tested, 0.27% active; 18 h; inhibition, % at 11.9 µM;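 active = inhibition above the campaign's mean inhibition across all tested compounds plus 3 SD, cut at about 9.9% in these data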;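 note: uninfected addAB+ strain grown without phage in ampicillin broth; 0% = DMSO wells and 100% = ciprofloxacin 0.95 µg/ml wells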
# AddAB inh: growth inhibition of E. coli expressing H. pylori AddAB, primary screen, AddAB inhibitor project, absorbance; inhibition, % at 11.9 µM; 330,000 tested, 0.29% active; in the data active = inhibition above about 12%;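 note: 0% = vehicle wells of infected cells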
# PvdQ inh: P. aeruginosa PvdQ acylase inhibitors, primary screen, biochemical, fluorescence, plate reader and imaging, single point; purified PvdQ acylase; AID 488965, 2010; 340,000 tested, 0.063% active; PvdQ acylase [Pseudomonas aeruginosa LESB58]; inhibition, % at 10 µM; in the data active = inhibition above about 30%, passing the limit was not always enough;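 note: 0% = vehicle neutral wells and 100% = reference inhibitor wells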
# DAGLB inhibitor: DAGLB lipase inhibitors, primary screen, biochemical, fluorescence, HTS; Diacylglycerol lipase-beta (Homo sapiens), Q8NCG7; HEK293T DAGLB membrane lysate, EnzChek fluorogenic substrate; AID 504411, 2011; inhibition, % at 5.17 µM; 340,000 tested, 0.059% active; in the data active = inhibition above about 34%;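 note: 0% = enzyme with vehicle and 100% = wells lacking enzyme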
# Target sequence (Q8NCG7 whole entry, looked up): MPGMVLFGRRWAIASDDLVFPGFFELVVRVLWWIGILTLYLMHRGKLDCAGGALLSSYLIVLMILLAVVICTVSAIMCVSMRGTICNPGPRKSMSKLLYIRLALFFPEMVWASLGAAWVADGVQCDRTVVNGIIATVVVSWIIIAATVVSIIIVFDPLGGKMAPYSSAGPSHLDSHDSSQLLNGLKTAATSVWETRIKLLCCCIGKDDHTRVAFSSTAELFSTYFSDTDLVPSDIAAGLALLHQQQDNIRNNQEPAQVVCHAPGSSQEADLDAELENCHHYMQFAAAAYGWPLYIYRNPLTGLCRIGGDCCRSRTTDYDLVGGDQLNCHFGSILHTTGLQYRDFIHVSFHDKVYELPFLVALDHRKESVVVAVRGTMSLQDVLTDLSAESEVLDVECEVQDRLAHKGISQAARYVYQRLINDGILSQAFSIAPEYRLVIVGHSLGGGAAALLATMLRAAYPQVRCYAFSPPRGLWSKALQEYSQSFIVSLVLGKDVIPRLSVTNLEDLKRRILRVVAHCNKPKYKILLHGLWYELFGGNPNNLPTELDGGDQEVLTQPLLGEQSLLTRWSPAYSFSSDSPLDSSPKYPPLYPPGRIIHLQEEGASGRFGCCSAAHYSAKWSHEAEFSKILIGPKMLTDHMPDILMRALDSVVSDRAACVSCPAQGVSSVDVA
# PfHsp90 yeast 2: growth inhibition of PfHsp90-expressing yeast, primary screen, antimalarial PfHsp90 inhibitor project, S. cerevisiae, BacTiter-Glo luminescence, single point, set 2; BacTiter-Glo ATP, 48 h; yeast lacking PDR1 and PDR3 efflux regulators; inhibition, % at 9.4 µM; 310,000 tested, 0.32% active;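 active = every replicate shows inhibition above about 80%, whatever the replicate mean, limit read from the data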;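 note: 0% = DMSO neutral controls and 100% = 20 µM radicicol positive controls; yeast relying on Plasmodium falciparum Hsp90 in place of its own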
# CAL PDZ inh: CAL PDZ peptide-binding inhibitors, primary screen, biochemical, fluorescence polarization, Cer-tagged CAL PDZ, HTS. Golgi-associated PDZ and coiled-coil motif-containing protein (Homo sapiens), Q9HD26. purified CAL PDZ, TMR-peptide fluorescence polarization, 1 h. inhibition, % at 20 µM. 330,000 tested, 0.02% active. AID 504414, 2011;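 active = highest replicate inhibition of at least 40%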;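 note: plate controls were DMSO neutral control wells for no effect and unlabeled competitor peptide control wells for full effect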
#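 Read-out basis: mP drop reported as inhibition | Assay system: Tagged CAL PDZ protein CerCALP, purified | Benchmarks: Unlabelled peptide for full inhibition, DMSO wells as neutral | Schedule: 1 h incubation at room temperature before polarization reading | Buffer or medium: Sodium phosphate/NaCl buffer pH 7.4 with TCEP, IgG, Thesit | Doses: Single point, 20 µM | Measured by: Fluorescence polarization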
# Rtt109 Vps75: inhibitors of C. albicans Rtt109/Vps75 HAT, primary screen, biochemical, ThioGlo CoA-SH fluorescence, plate reader; Histone acetyltransferase RTT109 (Candida albicans (strain SC5314 / ATCC MYA-2876)), …; purified Rtt109/Vps75, 4 h; inhibition, % at 34.9 µM; 330,000 tested, 0.16% active; AID 540336, 2011;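 active = inhibition of at least 50% in every replicate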
# Target sequence (Q5AAJ8 whole entry, looked up): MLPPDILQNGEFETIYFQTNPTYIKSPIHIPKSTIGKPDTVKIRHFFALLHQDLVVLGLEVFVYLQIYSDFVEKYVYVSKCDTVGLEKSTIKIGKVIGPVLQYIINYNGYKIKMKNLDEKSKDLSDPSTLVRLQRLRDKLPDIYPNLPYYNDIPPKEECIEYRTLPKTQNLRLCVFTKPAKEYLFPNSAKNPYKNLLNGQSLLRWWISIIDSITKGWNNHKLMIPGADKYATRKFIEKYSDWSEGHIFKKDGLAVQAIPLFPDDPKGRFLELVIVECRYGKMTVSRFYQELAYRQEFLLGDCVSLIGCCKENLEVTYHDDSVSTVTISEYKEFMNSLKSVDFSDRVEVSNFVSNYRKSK
# * marks the source's active call; other numbers are inactive results; nt = not tested or not shown. This is a random part of the collection; any-hit rate near 1.9%.
SMILES,phage Ecoli inh,Tat transport,Wnt act,Ecoli viability,AddAB inh,PvdQ inh,DAGLB inhibitor,PfHsp90 yeast 2,CAL PDZ inh,Rtt109 Vps75
O=C(O)c1ccc(CNC(=O)c2ccc3c(c2)C(=O)N(Cc2cccnc2)C3=O)cc1,2.6,-4,2,nt,nt,0,-1,29,-0.5,-5
COc1ccc(Cl)cc1N1C(=O)C2CCCN2C1c1ccc(F)cc1 (configuration not stated),2.3,12,1,2.4,8.3,-24,-3,14,-0.2,3
CCOC(=O)C1=C(Nc2ccc(C)cc2)CC(C)(O)C(C(=O)OCC)C1c1ccccc1 (configuration not stated),1.2,2,11,-1.6,0.5,-6,-2,-8,-1.4,-9
C=CCO/N=C/C1C(=O)CC(C)(C)CC1=O,1.6,0,-3,0.5,-0.4,-2,2,-17,-3.1,-9
O=c1c(-c2cccc([N+](=O)[O-])c2)[n+]([O-])c2ccccc2n1O,1.6,-8,-2,2.8,3.9,-5,3,11,-3.2,4
Cc1cc(C)c(C)c(OCC(=O)O/N=C(\N)c2ccccn2)c1,1.9,6,nt,1.1,1.1,-9,-5,-2,-0.5,-5
COC(=O)CSc1nnc(-c2ccc(NS(=O)(=O)c3ccccc3)cc2)o1,3.3,8,0,-2.1,2.7,-10,-3,6,0.2,-10
CCOC(=O)Cc1csc(NC(=O)c2cnc3scc(C)n3c2=O)n1,4.9,8,14,-0.2,0.8,-5,-1,24,0.5,-14
CCOC(=O)C1C(C#N)=C(N)OC(C)=C1c1ccncc1 (configuration not stated),2.6,10,nt,-1.3,1.7,3,-4,1,-0.7,9
COc1ccc(-c2cc(C(F)(F)F)n3nc(C(=O)NCc4ccco4)c(Cl)c3n2)cc1,-0.3,0,-2,0.5,1.1,-2,-4,-1,0.2,3
O=C(O)c1cc(C(=O)O)c(-c2ccccc2)c(C(=O)O)c1,1.7,12,-3,-1.6,0.5,-8,-1,17,0.3,6
CCN(CC)CCCNC(=O)Cn1cc2c(n1)CCC(C)C2 (configuration not stated),0.8,-3,-4,2.2,4.6,-14,1,0,-0.1,-6
O=C(CCNC(=O)Cn1ccc2ccccc2c1=O)NCCN1CCc2ccccc2C1,1.4,-2,-4,-1.9,3.2,9,5,21,-2.1,6
N/C(=N\OC(=O)COc1ccccc1)c1ccncc1,0.7,-15,3,2.1,-0.1,-12,3,-15,-1.4,-1
Cc1c(S(=O)(=O)c2ccccn2)c(N)n(Cc2ccccc2)c1C,3.5,nt,2,1.4,2.4,nt,nt,nt,nt,nt
CC(NC(=S)Nc1ccccc1)C1COc2ccccc2O1 (configuration not stated),4.2,-3,-6,-1.5,1.3,-16,1,-4,-3.6,-2
COCCCNC(=O)CCNS(=O)(=O)c1ccc(C)cc1,0.8,-1,nt,-0.4,-1.6,-16,1,-34,-1.0,-4
Fc1ccc(CSc2nnc(CN3CCOCC3)n2-c2ccccc2)c(Cl)c1,2.9,-6,nt,2.2,-1.0,-15,0,-44,-1.0,-3
CCOC(=O)N1CCN(C(=O)C2CCN(S(=O)(=O)CC)CC2)CC1,0.9,-10,-7,-0.6,1.5,-5,-3,26,1.0,1
COC(=O)c1ccc(/C=C(\C#N)c2nc3ccccc3s2)cc1,-0.1,-12,nt,-0.9,4.2,5,-1,-7,0.1,4

# Complete entries, quoted from the list.
# `O=C(CCNC(=O)Cn1ccc2ccccc2c1=O)NCCN1CCc2ccccc2C1` reads phage Ecoli inh: 1.4; Tat transport: -2; Wnt act: -4; Ecoli viability: -1.9; AddAB inh: 3.2; PvdQ inh: 9; DAGLB inhibitor: 5; PfHsp90 yeast 2: 21; CAL PDZ inh: -2.1; Rtt109 Vps75: 6
# `COCCCNC(=O)CCNS(=O)(=O)c1ccc(C)cc1` reads phage Ecoli inh: 0.8; Tat transport: -1; Wnt act: nt; Ecoli viability: -0.4; AddAB inh: -1.6; PvdQ inh: -16; DAGLB inhibitor: 1; PfHsp90 yeast 2: -34; CAL PDZ inh: -1.0; Rtt109 Vps75: -4
# `O=c1c(-c2cccc([N+](=O)[O-])c2)[n+]([O-])c2ccccc2n1O` reads phage Ecoli inh: 1.6; Tat transport: -8; Wnt act: -2; Ecoli viability: 2.8; AddAB inh: 3.9; PvdQ inh: -5; DAGLB inhibitor: 3; PfHsp90 yeast 2: 11; CAL PDZ inh: -3.2; Rtt109 Vps75: 4

# Molecules from the list above with an aryl methoxy group:
SMILES,phage Ecoli inh,Tat transport,Wnt act,Ecoli viability,AddAB inh,PvdQ inh,DAGLB inhibitor,PfHsp90 yeast 2,CAL PDZ inh,Rtt109 Vps75
COc1ccc(Cl)cc1N1C(=O)C2CCCN2C1c1ccc(F)cc1 (configuration not stated),2.3,12,1,2.4,8.3,-24,-3,14,-0.2,3
COc1ccc(-c2cc(C(F)(F)F)n3nc(C(=O)NCc4ccco4)c(Cl)c3n2)cc1,-0.3,0,-2,0.5,1.1,-2,-4,-1,0.2,3

# More entries follow.
SMILES,phage Ecoli inh,Tat transport,Wnt act,Ecoli viability,AddAB inh,PvdQ inh,DAGLB inhibitor,PfHsp90 yeast 2,CAL PDZ inh,Rtt109 Vps75
CCn1cc(C(=O)NCc2cccnc2)c2cc(OC)c(OC)cc2c1=O,1.7,-3,-6,-0.6,3.6,-6,0,nt,-1.0,-4
NC(=O)c1cc2cc(Cl)ccc2o/c1=N/NC(=O)c1cccs1,-1.1,-2,13,2.2,-0.3,-13,1,10,-0.6,-3
CN(C)C(=O)/C(=C\c1cccc(Oc2ccccc2)c1)NC(=O)c1ccccc1,2.9,-2,-3,2.9,4.4,-10,0,-11,-0.5,6
C=CCc1ccccc1OCCn1ccnc1,0.4,1,-1,-0.9,2.3,-10,0,nt,-0.5,1
C(=C\n1nnc2ccccc21)/c1ccc[nH]1,1.7,4,0,3.2,1.9,-10,3,19,-5.3,1
Cc1ccc(S(=O)(=O)/N=c2\scc(C)n2C)cc1,3.5,-5,2,3.2,3.2,11,-3,9,-2.9,10
COC(=O)/C(=C\C(=O)c1ccc([N+](=O)[O-])cc1)Nc1ccc(OC)cc1,2.1,nt,5,0.0,2.0,nt,nt,nt,nt,nt
CC(C)N(C(=S)Nc1cccnc1)c1ccccc1,2.8,-1,14,0.3,0.7,-15,-1,-2,-0.6,5
Cc1ccc(CC2CC(=O)N(c3nc4ccccc4n3C)C2=O)cc1 (configuration not stated),1.9,16,nt,-1.1,0.0,-9,0,31,0.5,3
Cc1nnc(SCC2=C(C(=O)O)N3C(=O)C(NC(=O)Cn4ncc(Cl)c4C)C3SC2)s1 (configuration not stated),4.0,7,-1,0.5,-1.0,-11,-2,-13,-0.5,-9
CCc1cccc(OCC(=O)Nc2ccc(S(=O)(=O)Nc3onc(C)c3C)cc2)c1,1.4,6,-5,1.3,3.3,-5,4,3,-1.1,-6
COc1cccc(NC(=O)c2nn(C)cc2Br)c1,1.1,2,nt,3.0,3.2,-10,2,6,-0.4,3
O=C(COC(=O)CC1CCCC1)Nc1cccc(F)c1,0.9,-3,4,0.5,1.3,6,-2,nt,-0.4,-3
CC(C)(C)[C@H]1COC(=O)[C@H](NC(=O)OCC2c3ccccc3-c3ccccc32)C/C=C\C[C@@H](CC(=O)N[C@@H](CO)Cc2ccccc2)C(=O)N1,1.2,0,-3,-2.5,-1.9,-5,0,37,-0.5,5
CCOc1ccc(N2CC(C(=O)Nc3nnc(SCCOC)s3)CC2=O)cc1 (configuration not stated),0.8,9,-5,-2.8,4.7,-13,1,2,-1.9,3
CC(=O)c1cn(CC(=O)Nc2ccccc2)c2ccccc12,12*,-2,nt,11*,14*,9,-2,nt,-0.8,13
CC(=O)NCCNC(=O)c1ccc(Cn2c(=O)[nH]c3ccsc3c2=O)cc1,0.2,0,1,nt,nt,-21,2,2,-0.4,4
CCc1nc2ccccc2n1CCC(=O)O,0.8,-8,1,1.7,-0.3,7,0,-4,-2.1,-1
COc1ccccc1OCC(=O)NCC(c1cccs1)N1CCOCC1 (configuration not stated),3.7,-1,5,1.4,0.3,7,-2,-7,-1.7,-1
CN1C(=O)/C(=C\c2ccco2)N=C1c1ccc(Cl)cc1Cl,0.1,1,3,-0.8,1.3,0,0,0,-0.1,6

# Only AddAB inh and PvdQ inh, for some of the entries so far:
SMILES	AddAB inh	PvdQ inh
CN(C)C(=O)/C(=C\c1cccc(Oc2ccccc2)c1)NC(=O)c1ccccc1	4.4	-10
C=CCc1ccccc1OCCn1ccnc1	2.3	-10

# Other compounds
SMILES,phage Ecoli inh,Tat transport,Wnt act,Ecoli viability,AddAB inh,PvdQ inh,DAGLB inhibitor,PfHsp90 yeast 2,CAL PDZ inh,Rtt109 Vps75
COc1cc(/C=C/c2ccccc2)cc(OC)c1,2.5,-7,-1,nt,nt,-16,-9,-17,-1.1,2
Cc1cc(N)nc(SCC(=O)N2C(C)CCCC2C)n1 (configuration not stated),0.5,2,-1,0.6,2.7,-12,-3,-19,-1.7,-12
COc1ccccc1-c1coc2c(CN3CCCCC3C)c(O)ccc2c1=O (configuration not stated),1.8,1,-3,0.5,1.3,-14,1,2,-0.1,-9
CCCN1CCc2c(sc(NC(=O)Cc3ccc(F)cc3)c2C(N)=O)C1,-0.2,4,-2,-0.2,0.8,2,1,-3,-2.2,22
Cc1cc(C)nc(SCc2ccc(C(=O)N/N=C/c3cccc(O)c3O)cc2)n1,4.9,8,nt,6.9,12*,-9,11,53,-0.1,3
COc1ccccc1Sc1ccccc1/C=N/NC(N)=O,3.1,-4,0,2.2,3.4,-7,0,-22,-1.0,-3
COc1ccccc1Nc1nc(NCCC(C)C)nc(N)c1[N+](=O)[O-],1.2,nt,1,-0.7,2.2,nt,nt,nt,nt,nt
COCC1CCN(C(=O)c2cc(COc3cccc4cnccc34)on2)CC1,1.3,-7,0,-0.4,2.0,-11,1,-4,-2.0,0
Cc1ccsc1C(=O)OCC(=O)c1ccc[nH]1,1.8,1,38*,0.5,3.0,-6,-1,-2,-1.1,-5
O=C(N/C(=C/c1ccco1)C(=O)N1CCCCC1)c1cccs1,0.0,2,nt,1.6,-0.6,-16,-1,-20,nt,-3
Cc1cc(C)c(S(=O)(=O)c2ccccc2C(C)C)c(=O)[nH]1,0.6,-13,-1,nt,nt,-15,1,19,-0.6,-2
CSc1ccccc1NC(=O)CN(C)CC(=O)Nc1cc(C)ccc1C,3.6,0,-3,-1.0,1.3,-2,0,-2,-2.4,21
Cc1[nH]c(=O)[nH]c(=O)c1S(=O)(=O)N1CCN(c2cccc(Cl)c2)CC1,-2.5,-2,nt,-1.9,3.2,7,2,-12,-1.2,11
COc1ccc(S(=O)(=O)N2CCCC(C(=O)N3CCOCC3)C2)cc1C (configuration not stated),1.2,2,nt,-3.0,2.8,-15,-1,-30,-0.8,-2

# Wnt act, what is marked active above.
SMILES	phage Ecoli inh	Tat transport	Wnt act	PvdQ inh	DAGLB inhibitor	CAL PDZ inh	Rtt109 Vps75
Cc1ccsc1C(=O)OCC(=O)c1ccc[nH]1	1.8	1	38*	-6	-1	-1.1	-5
